DT40 TDP1 CPT – DT40-hTDP1 cell growth loss with CPT; 12% of 420,000 active; chicken DT40 Tdp1-/-;hTDP1 cells + 20 nM CPT, ATP luminescence, 48 h; Potency, µM (doses to about 46.2 µM), for the others: at the highest dose activity change, negative = growth inhibition, usual class: inhibitors; further: nearly all actives have a fitted effect of over 55% in size
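Cell growth measured by CellTiter-Glo luminescence after a minimum 48 h, 37 C compound exposure with 20 nM CPT in Tdp1-knockout DT40 cells stably expressing hTDP1, seeded 400/well; qHTS titration format.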
DT40 TDP1 no CPT – qHTS for Inhibitors of human tyrosyl-DNA phosphodiesterase 1 (TDP1): qHTS in cells in absence of CPT; 15% of 420,000 active; AID 686978, 2013; Potency, µM (series often up to 46.2 µM), for the others: top-dose activity change, negative = growth inhibition, usual class: inhibitors; DT40 Tdp1-/- hTDP1 cells, no CPT, ATP luminescence, 48 h; further: nearly all actives have a fitted effect of over 55% in size
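Chicken DT40 Tdp1-/- cells complemented with human TDP1, screened without camptothecin (DMSO vehicle only), 400 cells/well. Compounds pin-transferred, cells incubated at 37 °C for at least 48 hr. Growth read as ATP-dependent luminescence (CellTiter-Glo, 30 min at RT).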
KAT2A inh – GCN5L2 (KAT2A) acetyltransferase inhibition. AID 504327. GCN5L2 HAT assay, ThioGlo1 CoA-SH fluorescence. Q92830. 0.21% of 390,000 active. Potency, µM (top dose mostly 58.9 µM), for inactives: at the top dose activity change, negative = inhibition, most hits filed as inhibitors
Target sequence (Q92830 whole entry, looked up): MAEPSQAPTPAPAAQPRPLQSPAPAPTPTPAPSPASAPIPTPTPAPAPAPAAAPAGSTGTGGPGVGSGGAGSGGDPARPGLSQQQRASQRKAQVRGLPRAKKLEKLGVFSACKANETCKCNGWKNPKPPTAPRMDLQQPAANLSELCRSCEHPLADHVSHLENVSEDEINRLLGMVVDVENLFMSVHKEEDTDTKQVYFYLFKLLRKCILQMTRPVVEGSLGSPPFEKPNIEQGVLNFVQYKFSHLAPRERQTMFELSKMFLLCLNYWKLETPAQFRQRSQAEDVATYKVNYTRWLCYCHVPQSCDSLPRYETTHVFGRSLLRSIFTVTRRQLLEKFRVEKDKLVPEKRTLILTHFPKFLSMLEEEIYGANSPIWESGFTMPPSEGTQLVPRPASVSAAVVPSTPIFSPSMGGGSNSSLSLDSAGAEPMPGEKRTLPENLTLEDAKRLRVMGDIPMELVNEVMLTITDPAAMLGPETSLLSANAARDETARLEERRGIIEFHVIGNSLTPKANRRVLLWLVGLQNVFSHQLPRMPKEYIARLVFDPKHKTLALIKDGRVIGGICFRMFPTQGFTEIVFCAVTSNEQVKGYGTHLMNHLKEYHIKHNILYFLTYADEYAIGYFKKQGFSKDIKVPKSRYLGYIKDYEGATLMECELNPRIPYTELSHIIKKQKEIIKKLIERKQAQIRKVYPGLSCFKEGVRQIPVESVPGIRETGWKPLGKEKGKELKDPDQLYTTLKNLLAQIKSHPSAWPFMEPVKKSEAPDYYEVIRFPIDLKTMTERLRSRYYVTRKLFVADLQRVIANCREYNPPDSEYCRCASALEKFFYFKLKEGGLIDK
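GCN5L2 (20nM final) in 50mM HEPES, 0.1mM EDTA pH 7.5, 0.01% Tween-20 was preincubated 15 min at room temperature with compound, then given ThioGlo1 (50uM), H3(1-25) peptide (75uM) and acetyl-CoA (70uM); CoA-thiol fluorescence (Ex340/Em540) was read at 0 and 20 min.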
Active calls of the source: *; ? = inconclusive; / = not tested or not shown. The call rests on the fitted dose curve; in most records, active means well fitted curve in the direction sought with a large enough effect; inconclusive means small, poorly fitted or top-dose-only effect, or another doubt; inactive means no such curve, though single readings can be large; an effect the other way counts as inactive or inconclusive. On the % scale 0 is the no-effect control and ±100 the full control effect; potency means the concentration at half of the fitted maximal effect. A portion of the library (hit frequency here may not be typical).

SMILES	DT40 TDP1 CPT	DT40 TDP1 no CPT	KAT2A inh
O=C(c1ccc(S(=O)(=O)Cc2ccccc2Cl)c([N+](=O)[O-])c1)N1CCN(c2ccccn2)CC1	3.66µM*	7.31µM*	-9.7%
c1ccc(NC(=NCc2ccco2)c2ccccc2)cc1	-20.6%	?	-3.2%
CCCn1c(=N)n(CC(=O)O)c2ccccc21	-4.5%	-14.2%	/
Cc1ccsc1C1C(C#N)=C(N)N(N(C)C)C2=C1C(=O)CC(C)(C)C2 (centres undefined)	7.0%	-0.7%	-8.9%
CCOc1ccc(/C(O)=C2/C(=O)C(=O)N(CCN(C)C)C2c2ccccc2)cc1Cl (centres undefined)	5.6%	-3.9%	0.4%
CN(C)S(=O)(=O)c1ccc(C(=O)NCC(=O)N/N=C/c2ccco2)cc1	-3.4%	16.1%	-5.0%
COc1ccccc1-n1cc(-c2ccccc2)[nH]c1=S	-26.0%	?	-18.4%
Cc1cc(C(=O)Nc2ccc(N3CCCC3)c(Cl)c2)ccc1[N+](=O)[O-]	?	18.4µM*	-5.0%
O=C(N/N=C/c1ccc(N2CCOCC2)cc1)c1ccc(O)cc1	?	?	-5.8%
COc1cccc(C(=O)OCC(=O)c2ccc(Br)s2)c1	1.0%	-26.4%	-16.0%
CCOC(=O)CC(=O)CSc1nc(-c2ccccc2)cc(-c2ccc(Cl)cc2)c1C#N	-0.3%	-20.0%	-26.1%
Cc1nc(NC(=O)COC(=O)C2CC3CCCC(C2)C3=O)c(Cl)cc1Cl (centres undefined)	-19.8%	0.6%	0.7%
CN(CC1CCCN(CCc2ccc(F)cc2)C1)C(=O)CCC(N)=O (centres undefined)	-14.6%	-16.1%	-14.4%
O=C(Nc1ccc(Cl)c(Cl)c1)Nc1nnc(-c2ccncc2)s1	3.26µM*	3.66µM*	?
O=C(NCc1cccnc1)c1ccc2c(c1)C(=O)N(Cc1ccccc1)C2=O	-2.1%	-11.5%	-7.4%
CC(C)CNC(=O)NC1(C(F)(F)F)Oc2ccccc2O1	-28.4%	-14.4%	-0.4%
O=c1c(OC2OC(CO)C(O)C(O)C2O)c(-c2ccc(O)c(O)c2)oc2cc(O)cc(O)c12 (centres undefined)	-0.8%	-4.5%	-2.5%
CC[C@@H](C)[C@H](N)C(=O)NC[C@H]1O[C@@H](n2cnc3c(N)ncnc32)[C@H](O)[C@@H]1O	14.8%	-6.6%	0.1%
CCN(CC)c1ccc(/C=N/NS(=O)(=O)c2ccc(CNC(C)=O)cc2)cc1	-5.1%	-6.2%	1.2%
CCOc1ccc(C(=O)CCCC(=O)c2ccc(OCC)cc2)cc1	-12.5%	2.6%	-24.5%
CC1CN(c2ncnc3c2oc2ccccc23)CC(C)O1 (centres undefined)	?	20.6µM*	-4.0%
O=C1CC(C(=O)N2CCCc3ccccc32)CN1c1ccc(Cl)cc1 (centres undefined)	-15.9%	?	-4.3%
CC(C)(C)c1cc(OC(=O)c2ccccc2F)ccc1O	?	?	?
COc1ccc(N(CC(=O)Nc2c(C)n(C)n(-c3ccccc3)c2=O)S(=O)(=O)c2ccc(F)cc2)cc1	-24.5%	-23.6%	0.7%
CCOC(=O)c1cnc2c(cnn2C)c1NCCCN(C)C	-0.9%	-22.1%	-9.1%
CC(C)Cn1cc(C(=O)N2CCC(C)CC2)c2c3ccccc3n(C)c2c1=O	-1.4%	?	0.8%
COc1ccc(C(=O)N2CCCC2(C)C(=O)O)cc1C(F)(F)F (centres undefined)	-17.6%	-0.9%	/
O=C(O)c1cccc(Nc2nc(Nc3ccccc3)nc(N3CCCC3)n2)c1	-17.9%	?	-3.5%
O=C(Nn1cnnc1)c1cc2c(s1)CCCC2	-22.3%	10.3%	-6.4%
CCOC(=O)c1csc(NC(=O)c2ccc(N3C(=O)CCC3=O)cc2)n1	0.0%	15.6%	-0.1%
O=C(Nc1ccc2[nH]ncc2c1)c1ccccc1Br	11.9%	-17.8%	-5.7%
COc1ccc(N2C[C@H](C)[C@@H](CC(=O)Nc3ccc(Br)cc3)C2=O)cc1	-27.1%	?	/
C/C(=N\N=C(N)N)c1cccc(Cl)c1	16.4µM*	8.2µM*	-3.0%
CCN(Cc1ccccc1)C(=O)C1CCN(Cc2sccc2C)CC1	-15.0%	-30.1%	1.4%
COc1ccc(C(O)c2ncc(-c3cccc(C(F)(F)F)c3)[nH]2)cc1F (centres undefined)	16.4µM*	?	/
Cn1c(=O)n(C)c2cc(NS(=O)(=O)c3ccc(Br)s3)ccc21	?	?	-12.5%
NNc1nncc2ccccc12	-8.7%	-22.1%	-5.6%
COC(=O)C1=NN(C(=O)c2ccccc2)C(O)(c2ccc([N+](=O)[O-])cc2)C1 (centres undefined)	5.1%	-7.2%	-12.8%
CCc1nnc(NS(=O)(=O)c2ccc(NC(=S)NC(=O)c3ccc(OC)c(OC)c3)cc2)s1	-22.7%	9.6%	-6.3%
COc1ccc(NC(=O)Cn2c([N+](=O)[O-])cnc2C)cc1Cl	7.7%	-3.6%	-0.1%
COc1ccc(S(=O)(=O)NC(C)C(=O)Nc2ccccc2C(F)(F)F)cc1 (centres undefined)	-3.2%	-11.6%	2.0%
Cc1nc2ncnn2c(C)c1Cc1ccccc1Cl	-34.7%	-20.6%	-3.5%
COc1ccc(NC(=O)N2CCCC(CCC(=O)N(C)CCc3ccccn3)C2)cc1 (centres undefined)	-22.5%	-11.4%	0.0%
O=C(COC(=O)/C=C/c1ccc(C(F)(F)F)cc1)NC1CCS(=O)(=O)C1 (centres undefined)	?	20.6µM*	-11.1%
CCCN1CCc2c(sc(NC(=O)c3ccc(S(=O)(=O)N(C)c4ccccc4)cc3)c2C(=O)NC)C1	?	?	-10.3%
Cc1ccc(NC(=O)Nc2nnc(SCC(=O)N3CCCCC3)s2)cc1	?	?	1.4%
Cc1cccc(C(=O)OCC(=O)Nc2ccc(F)cc2)c1	-20.9%	-23.4%	-3.2%
CC1(CCC(=O)N2CCCC(Nc3ccc(F)cc3)C2)CC1 (centres undefined)	-12.1%	-11.1%	-17.2%
CCN(CC)S(=O)(=O)c1ccc(O)c(C(=O)OCC(=O)NC2CCCC2)c1	-5.9%	4.4%	-3.6%
Cc1ncc(CO)c(CNc2ccc(Oc3ccccc3)cc2)c1O	13µM*	6.51µM*	0.4%
COc1ccccc1NC(=O)NNC(=O)c1ccncc1	12.3%	-7.1%	/
Cc1nn(-c2nnc(C)c(=O)[nH]2)c(C)c1SCC(=O)Nc1ccc(F)cc1	-0.8%	-4.5%	?
CCCCC1(C)OC(=O)C(=Cc2ccc(N(CC)CC)cc2)C(=O)O1 (centres undefined)	9.4%	2.3%	-9.0%
Cc1ccc(-n2c(SCc3ccc(C#N)cc3)nnc2-c2ccccn2)cc1	-17.0%	-20.5%	3.4%
CS(=O)(=O)c1cccc(-c2ccc3nncn3c2)c1	11.7%	-1.1%	/
CCCCN(CC)C(=O)Cc1ccc(Br)cc1	-15.6%	?	2.6%
CC(C)CN1C(=O)CSCC1(C)C(=O)Nc1ccc2c(c1)OCCO2 (centres undefined)	-24.4%	-19.5%	/
CC(=O)c1cccc(NC(=O)NC2CCCCC2)c1	-6.9%	-16.1%	-3.8%
CCN(CC(=O)Nc1c(F)cccc1F)C(=O)C1CCN(S(=O)(=O)c2ccc(F)cc2)CC1	-17.9%	-28.6%	-3.7%
CC(C)(C)NC(=O)CCN(/N=C/c1ccccc1)C1=NS(=O)(=O)c2ccccc21	?	16.4µM*	5.1%

(continued)
SMILES	DT40 TDP1 CPT	DT40 TDP1 no CPT	KAT2A inh
CSCC[C@H](NC(=O)OC(C)(C)C)c1nnc(SCC(=O)N(C)C)o1	7.0%	-2.4%	-2.5%
COC(=O)CN(c1ccc(C)cc1)S(=O)(=O)c1ccc(F)cc1	21.1%	2.4%	3.1%
CCCCN1CC(C(=O)NCc2ccc(C)cc2)CC1=O (centres undefined)	-0.6%	-12.2%	-5.5%
CCN(C(=O)C(C)OC(=O)CCCNC(=O)c1ccc(Cl)cc1)c1ccccc1 (centres undefined)	?	20.6µM*	-6.5%
Cc1ccsc1CN(C(=O)c1ccccc1)C1CCS(=O)(=O)C1 (centres undefined)	0.3%	-11.2%	-14.1%
Brc1ccc2nc(-c3ccccc3)c(Cc3ccccc3)n2c1	?	?	/
O=C(O)C1=C[C@H](c2ccc(Br)cc2)C[C@H](OCCCCO)O1	15.4%	0.7%	-2.6%
CCOC(=O)C1CCC(CN(Cc2ccc(OC)cc2)S(=O)(=O)c2ccc(F)c(C(=O)Nc3cc(Cl)ccc3OC)c2)CC1 (centres undefined)	-11.1%	-16.5%	-5.4%
O=C(CNS(=O)(=O)c1ccc(Br)s1)NCCc1ccc(Cl)cc1	-15.0%	?	-10.1%
CCOC(=O)C1CCN(C(=O)CN2C(=O)NC3(CCCCC3)C2=O)CC1	3.5%	-13.5%	-12.0%
Cc1sc2ncnc(N3CCC(C(=O)NNC(=O)COc4ccc(Cl)cc4)CC3)c2c1C	?	?	/
CC(=O)NCCc1ccc(C(=O)COC(=O)c2ccc(C)s2)cc1	-11.4%	?	/
O=C(O)C1C2CCC(O2)C1C(=O)Nc1ccc(F)c(Cl)c1 (centres undefined)	12.3%	-5.5%	-0.2%
Cc1ccc(C)c(Cn2nnc3c(=O)[nH]c(C4CCCN(C(=O)c5ccco5)C4)nc32)c1 (centres undefined)	?	?	0.2%
CCN(CC(O)Cn1c2ccccc2c2ccccc21)S(=O)(=O)c1ccc(F)cc1 (centres undefined)	?	?	-6.0%
COc1ccc(C2Nc3ccccc3-c3cc(C)nn32)cc1OC (centres undefined)	?	?	-5.2%
CCn1c(SCc2ccc(Cl)cc2Cl)nc2nc3c(cc2c1=O)CCCC3	?	?	-3.1%
Nn1c(COc2cccc(Br)c2)nnc1SCC(=O)N1CCc2ccccc2C1	-17.3%	-22.5%	-0.2%
O=C(CC1C(=O)NCCN1Cc1ccc(-c2ccccc2)cc1)NCC1CCOCC1 (centres undefined)	2.5%	?	-4.3%
O=C(O)c1cc(-c2ccccc2)nn1CC1CC(c2cccc([N+](=O)[O-])c2)=NO1 (centres undefined)	-3.5%	-2.7%	/

Part of the list above, with two lines to a compound:
Under each structure – DT40 TDP1 CPT, DT40 TDP1 no CPT, KAT2A inh
- CSCC[C@H](NC(=O)OC(C)(C)C)c1nnc(SCC(=O)N(C)C)o1
    7.0%, -2.4%, -2.5%
- COC(=O)CN(c1ccc(C)cc1)S(=O)(=O)c1ccc(F)cc1
    21.1%, 2.4%, 3.1%
- CCCCN1CC(C(=O)NCc2ccc(C)cc2)CC1=O (centres undefined)
    -0.6%, -12.2%, -5.5%

Further structures follow:
SMILES	DT40 TDP1 CPT	DT40 TDP1 no CPT	KAT2A inh
Cc1c(NC(=O)c2cc3ccccc3o2)c(=O)n(-c2ccccc2)n1C	-0.8%	0.0%	0.5%
COc1ccc(CNC(=O)c2cccn2-c2nnc(N3CCCCC3)s2)c(OC)c1	?	23.1µM*	14.7%
CCC(C)C(NS(=O)(=O)c1ccc(C)cc1)C(=O)N1CCOCCOCCOCC1 (centres undefined)	?	6.5%	3.9%
O=C(CSc1nnc(NC(=O)C2CC(=O)N(c3ccccc3)C2)s1)NCc1ccco1 (centres undefined)	4.5%	19.9%	?
CC1(C)C2CCC1(C)C(SC(=N)N)C2 (centres undefined)	20.6µM*	?	/
O=[N+]([O-])c1nn(-c2ccc(Cl)cc2)n(O)c1=NCc1ccccc1Cl	-17.8%	?	-0.6%
Cc1nn(Cc2ccccc2)c2c1C(c1ccccc1)C(C#N)=C(N)O2 (centres undefined)	?	25.9µM*	-0.6%
CCOC(=O)N1CCN(C(=O)c2ccc(-n3c(=S)[nH]c4ccccc4c3=O)cc2)CC1	?	?	-3.4%

Reprinted from the entries so far (4 entries):
SMILES	DT40 TDP1 CPT	DT40 TDP1 no CPT	KAT2A inh
Cc1c(NC(=O)c2cc3ccccc3o2)c(=O)n(-c2ccccc2)n1C	-0.8%	0.0%	0.5%
COc1ccc(CNC(=O)c2cccn2-c2nnc(N3CCCCC3)s2)c(OC)c1	?	23.1µM*	14.7%
CCC(C)C(NS(=O)(=O)c1ccc(C)cc1)C(=O)N1CCOCCOCCOCC1 (centres undefined)	?	6.5%	3.9%
O=C(CSc1nnc(NC(=O)C2CC(=O)N(c3ccccc3)C2)s1)NCc1ccco1 (centres undefined)	4.5%	19.9%	?

Reprinted at random: four records from the list.
SMILES	DT40 TDP1 CPT	DT40 TDP1 no CPT	KAT2A inh
O=[N+]([O-])c1nn(-c2ccc(Cl)cc2)n(O)c1=NCc1ccccc1Cl	-17.8%	?	-0.6%
O=C(CSc1nnc(NC(=O)C2CC(=O)N(c3ccccc3)C2)s1)NCc1ccco1 (centres undefined)	4.5%	19.9%	?
COc1ccc(CNC(=O)c2cccn2-c2nnc(N3CCCCC3)s2)c(OC)c1	?	23.1µM*	14.7%
CC1(C)C2CCC1(C)C(SC(=N)N)C2 (centres undefined)	20.6µM*	?	/

High-throughput results (PubChem BioAssay)
